# Bioassay records as filed in PubChem BioAssay.
# HCT116 bCat-KO – primary screen for growth suppressors in beta-catenin knockout HCT116 cells (colon tumor, human) | HCT116 beta-catenin knockout viability, CellTiter-Glo, 60 h; active compounds read low | 140,000 compounds, 1.5% hits | viability, % at 10 µM;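 active means viability at or under a set limit, the compound median less 4 SD, cut at about 6% in these data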;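 further: 0% = Hyamine 1622 control at 20 µM and 100% = untreated cell control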
# Yeast lifespan up – compounds extending yeast replicative lifespan, primary screen, S. cerevisiae, OD615; S. cerevisiae growth with nicotinamide; deaD strain in restrictive glucose medium; inhibition of the nicotinamide effect, % at 10 µM; 130,000 compounds, 0.68% hits;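 active means inhibition above a set limit, placed 3 SD over the median of all compounds, cut at about 26% in these data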;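 further: 0% = nicotinamide-treated wells and 100% = cells grown without nicotinamide; some compounds called inactive have numbers as strong as hits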
#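 Assay system: DeaD-strain S. cerevisiae. Medium: CSMM-D glucose medium, restrictive. Reagent: nicotinamide, 1.5 mM, co-present with compound. Compound: 10 µM single point, 0.25% DMSO. Schedule: culture preincubation 4 h, compound exposure 48 h, both 30 °C. Detection: absorbance at 615 nm.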
# E-sel TNF inh – E-selectin induction blockers in HUVEC – imaging, immunofluorescence, high content, primary screen. inhibition, % at 2 µM. AID 1246, 2008. HUVEC TNFa-induced E-selectin immunofluorescence. 120,000 compounds, 0.71% hits;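 active means inhibition above the batch mean plus 3 SD, and confirmed as a hit on visual image review, cut at about 43% in these data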;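 further: 0% = TNF-stimulated DMSO wells and 100% = unstimulated control wells; not every result past the cut was called active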
# Measles CPE – compounds protecting cells from measles virus cytopathic effect, primary screen, measles RdRp inhibitor project, single point, MLSMR library, absorbance; Measles virus-infected cells, CPE protection; protection (pct of control), % at 4 µM; 140,000 compounds, 1.5% hits; in the data active means protection mostly above about 24%, no sharp cut-off; inactive means mostly below about 26%; further: some compounds called inactive have numbers as strong as hits
# Yeast growth inh – growth inhibitors of yeast BB579 in restrictive medium, primary screen, yeast lifespan-shortening project, S. cerevisiae; 140,000 compounds, 0.51% hits; AID 804, 2007; inhibition, % at 10 µM; OD615, 48 h;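 active means inhibition above a set limit, 3 SD over the mean compound inhibition, cut at about 44% in these data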; further: inactives centre near -24
#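 Material: Saccharomyces cerevisiae DeaD strain BB579, replicative lifespan model yeast; buffer or medium: CSMM-D restrictive synthetic medium containing dextrose (glucose); compound: 10 µM single dose, DMSO 0.25%; timing: 48 h compound exposure at 30 °C after 4 h preincubation; signal: turbidity as optical density at 615 nm; benchmarks: positive control amphotericin B 10 µg/mL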
# MRP1 act – H69AR viability gain despite doxorubicin, primary screen, MRP-1 activator project, H69AR cells, CellTiter-Glo; viability rescue; viability increase, % at 10 µM; 140,000 compounds, 0.61% hits;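 active means viability gain under doxorubicin at or above a set limit, the compound median plus 3 SD, cut at about 4.7% in these data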;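 further: MRP-1 overexpressing cells given doxorubicin 25 µM after compound pretreatment; 18-22 h compound pretreatment then 72 h with doxorubicin before readout; 0% = doxorubicin-only wells and 100% = vehicle-treated cells without doxorubicin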
# GALR2 blocker – GALR2 antagonists in receptor-expressing cells, primary screen; Galanin receptor type 2 (Homo sapiens), O43603; AID 828, 2007; 140,000 compounds, 0.39% hits; inhibition, % at 4 µM; antagonist mode; in the data active means inhibition above about 27%;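 further: cells stimulated with galanin 1-16 at roughly its EC80; 0% = agonist challenge control and 100% = basal control without agonist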
# Target sequence (O43603 whole entry, looked up): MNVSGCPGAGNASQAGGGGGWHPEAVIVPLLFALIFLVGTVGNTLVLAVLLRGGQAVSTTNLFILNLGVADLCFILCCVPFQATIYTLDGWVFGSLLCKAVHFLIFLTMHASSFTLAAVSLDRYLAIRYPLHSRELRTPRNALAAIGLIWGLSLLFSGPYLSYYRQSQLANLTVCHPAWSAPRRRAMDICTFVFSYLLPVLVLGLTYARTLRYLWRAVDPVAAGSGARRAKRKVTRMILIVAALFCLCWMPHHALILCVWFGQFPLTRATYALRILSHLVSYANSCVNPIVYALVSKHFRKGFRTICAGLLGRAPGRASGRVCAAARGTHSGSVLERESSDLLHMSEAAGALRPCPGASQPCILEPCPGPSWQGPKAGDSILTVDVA
# HCT116 PTEN-null – growth suppression of PTEN-null HCT116, primary screen, cell-based, CellTiter-Glo; AID 827, 2007; 140,000 compounds, 1.2% hits; HCT116 PTEN-null viability, 60 h; active compounds read low; viability, % at 10 µM;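 active means viability at or below a set limit, 4 SD under the median of all tested compounds, cut at about 3.7% in these data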;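 further: PTEN knockout HCT116 line with beta catenin targeted HCT116 as companion control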
# NPY Y2 blocker – NPY-Y2 receptor antagonists, primary screen, cell-based; Neuropeptide Y receptor type 2 (Homo sapiens), P49146; NPY-Y2 expressing cells, antagonist mode; inhibition, % at 2.7 µM; 140,000 compounds, 0.99% hits; AID 793, 2007; in the data active means inhibition above about 17%;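 further: 0% = vehicle with agonist challenge and 100% = reference antagonist with challenge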
# Target sequence (P49146 whole entry, looked up): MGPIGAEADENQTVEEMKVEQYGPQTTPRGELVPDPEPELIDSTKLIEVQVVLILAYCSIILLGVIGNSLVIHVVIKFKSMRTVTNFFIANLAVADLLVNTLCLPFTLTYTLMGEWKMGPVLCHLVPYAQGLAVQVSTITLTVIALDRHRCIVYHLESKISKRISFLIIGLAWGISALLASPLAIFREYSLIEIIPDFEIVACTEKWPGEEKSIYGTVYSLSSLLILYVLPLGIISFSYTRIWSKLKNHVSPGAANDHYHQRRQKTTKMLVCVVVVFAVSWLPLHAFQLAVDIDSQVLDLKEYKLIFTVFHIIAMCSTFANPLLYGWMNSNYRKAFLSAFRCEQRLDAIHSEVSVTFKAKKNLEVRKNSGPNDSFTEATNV
# Phagocytosis inh – inhibitors of macrophage phagocytosis, primary screen, imaging, J774A.1 cells, IgG beads | J774A.1 macrophage IgG-bead phagocytosis | inhibition, % at 5 µM | 110,000 compounds, 0.07% hits | AID 1029, 2008;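 active means inhibition above the mean of the plate negative controls plus 5 SD, cut at about 13% in these data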;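 further: phagocytic index as fraction of beads internalized from green versus red external bead signal; plate controls were DMSO negative control for no effect and cytochalasin-D positive control for full effect; some results beyond the cut were filed as inactive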
# * = called active by the depositor; . = not tested or not shown.
SMILES,HCT116 bCat-KO,Yeast lifespan up,E-sel TNF inh,Measles CPE,Yeast growth inh,MRP1 act,GALR2 blocker,HCT116 PTEN-null,NPY Y2 blocker,Phagocytosis inh
N#Cc1cc(-c2ccccc2)nc(Oc2ccccc2)n1,58,0,5,24,-5,-1.1,0,50,4,-10
CC(C)CC(=O)N1CCN(Cc2ccc3c(c2)OCO3)CC1,104,-2,.,23,-9,0.8,-7,104,2,0
O=S(=O)(c1ccc(-c2ccccc2)cc1)N1CCOCC1,91,-9,17,31,-31,-0.9,-10,94,9,-2
CCOC(=O)C1CCCN(Cc2ccccc2C)C1 (centres undefined),77,-12,.,5,-7,-4.0,9,82,17*,3
O=C(Cc1ccccc1)N[C@@H](Cc1ccccc1)c1nc2ccccc2[nH]1,95,-14,-15,5,1,-0.1,3,99,1,-4
O=C(CN(C1CCCCC1)S(=O)(=O)c1ccccc1)NCc1cccnc1,93,-3,-17,10,-24,-3.0,1,88,-2,.
CCN(CC#CCC1(O)c2ccccc2-c2ccccc21)CCO,97,2,-4,16,-44,-0.8,-11,111,0,.
CCOc1ccc(-c2cc(CCCC(=O)NCCc3ccccc3)no2)cc1,77,-7,17,11,-13,0.4,-4,87,4,0
CCOc1c(Cl)cc(CNC(C)(C)CC(C)(C)C)cc1OC,79,-9,-32,17,-12,-3.8,-7,86,5,-1
O=c1c2ccccc2nc(SCc2nnc(-c3ccccc3Br)o2)n1-c1ccccc1,72,-4,-12,30,-9,3.3,-1,60,1,.
Cc1nnc(SCCn2c(N3CCCC(C)C3)nc3c2c(=O)n(C)c(=O)n3C)s1 (centres undefined),98,-3,-15,25,12,-1.7,-5,97,3,0
COc1cccc(NC(=O)N2CCCC(C(=O)NCc3ccc(F)cc3)C2)c1 (centres undefined),97,.,-26,1,-29,-3.5,0,103,3,.
O=C(COc1ncnc2scc(-c3ccc(F)cc3)c12)NCc1ccco1,99,-13,20,14,-49,-1.6,-6,102,2,1
COC(=O)/C(=C/Nc1ccc(O)cc1)[N+](=O)[O-],100,-5,14,3,-26,5.2*,4,86,0,0
CCN(CC)Cc1cc2ccccc2c2c1COC2,107,-18,.,9,11,-0.5,-1,104,1,0
O=C(C1CCCN(S(=O)(=O)c2ccccc2)C1)N1CCCCCC1 (centres undefined),73,6,12,13,-55,-2.1,-1,86,2,-2
COc1ccc(N(CC(=O)Nc2ccc3c(c2)OCO3)S(=O)(=O)c2ccc(F)cc2)cc1,92,-1,.,16,-24,-1.9,8,77,0,0
CN1CCN(CC(=O)Nc2ccc(OCc3ccccc3)cc2)CC1,83,-16,-8,27,-24,-0.9,12,85,2,0
C/C(Cc1ccccc1)=N\NC(=O)CNC(=O)c1ccccc1,103,4,-25,12,-17,4.5,-10,104,4,.
CC(=O)Nc1ccc(S(=O)(=O)NNC(=O)COc2ccc(C)cc2)cc1,98,5,.,13,-19,1.0,9,95,1,-3
CCOc1ccc(C(CCc2ccccc2)NC(=O)c2ccc(OC)c(OC)c2)cc1OCC (centres undefined),87,-14,-18,7,-45,3.4,-10,78,6,0
O=C(NC1(C(F)(F)F)NC(=O)N(Cc2ccco2)C1=O)c1cccnc1 (centres undefined),107,-6,-24,18,-18,-1.7,6,99,1,0
O=C(CN1CCCCC1)Nc1cccc([N+](=O)[O-])c1,85,-7,-35,5,-32,-3.1,-3,95,0,-4
COc1ccc(/C=N/NC(=O)CCc2c(C)n[nH]c2C)cc1OC,97,-7,17,8,-41,-2.0,-17,101,3,0
CCCc1cc2c(cc1NC(=O)c1ccc(C(C)(C)C)cc1)OCO2,72,-1,.,7,-18,-1.8,-2,72,7,-7

# Printed as active in NPY Y2 blocker (from the list above):
SMILES	Yeast lifespan up	E-sel TNF inh	Measles CPE	GALR2 blocker	NPY Y2 blocker	Phagocytosis inh
CCOC(=O)C1CCCN(Cc2ccccc2C)C1 (centres undefined)	-12	.	5	9	17*	3

# The listing picks up, repeating the 2 entries before the break.
SMILES,HCT116 bCat-KO,Yeast lifespan up,E-sel TNF inh,Measles CPE,Yeast growth inh,MRP1 act,GALR2 blocker,HCT116 PTEN-null,NPY Y2 blocker,Phagocytosis inh
COc1ccc(/C=N/NC(=O)CCc2c(C)n[nH]c2C)cc1OC,97,-7,17,8,-41,-2.0,-17,101,3,0
CCCc1cc2c(cc1NC(=O)c1ccc(C(C)(C)C)cc1)OCO2,72,-1,.,7,-18,-1.8,-2,72,7,-7
COc1ccc(C(=NNc2ccccc2C(=O)O)c2ccc(OC)cc2)cc1,92,0,.,13,-43,-4.0,-8,79,-1,1
COc1cccc(C(=O)Oc2cc(-c3ccccc3)no2)c1,100,9,4,12,22,-1.0,-8,100,0,165*
Cc1[nH]c(=O)[nH]c(=O)c1S(=O)(=O)N1CCCC(C(=O)NCCc2ccc(Cl)cc2)C1 (centres undefined),90,-22,-20,5,1,-2.9,10,99,-1,.
COc1ccc(C(=O)NC2CCN(C(=S)Nc3cc(C)cc(C)c3)CC2)cc1,92,1,.,21,-32,-0.8,2,91,1,-5
Cc1ccc(S(=O)(=O)NC(CC(=O)NC2CCCC2)c2ccco2)cc1 (centres undefined),88,-9,-7,4,-18,-3.4,0,89,-1,0
c1ccc2oc(SCc3cn4ccsc4n3)nc2c1,93,-12,18,19,-27,-2.4,-13,99,3,-1
Cc1cccc(N(CC(=O)Nc2ccc(-c3nc4ccc(C)cc4s3)cc2)S(C)(=O)=O)c1,95,-15,.,8,-32,-0.3,2,75,-2,.
CC(C)=C1C2CCC1C1C(=O)N(NC(=O)COc3ccc(Cl)c(C)c3)C(=O)C21 (centres undefined),103,-12,7,26,-4,-0.4,-3,98,-1,-1
CCOc1ccc(C(=O)/C=C/Nc2ccc(S(=O)(=O)N=C(N)N)cc2)cc1,43,3,.,10,-2,-5.4,-3,20,1,9
Cc1ccc(C)c(C(=O)Cn2ncc(Cl)c(Cl)c2=O)c1,1.8*,8,2,22,-35,-6.1,20,1.3*,3,-1
COc1ccccc1CCn1cnc2c3cc(C)ccc3n(C)c2c1=O,93,-21,.,4,-33,-0.7,-3,86,7,-1
C=CCn1c(N)c(C(=O)NCC2CCCO2)sc1=S (centres undefined),100,-22,-22,22,-32,-3.1,12,92,3,-1
CCCC(=O)NCCCc1nc2ccccc2n1CC,87,2,-16,17,-17,-1.5,-6,95,2,0
CC(CCC(=O)Nc1nncs1)C(=O)O (centres undefined),95,-7,.,24,-34,-0.7,-4,108,1,-1
CN(C)c1nc(-c2ccccc2)nnc1C(F)(F)F,99,-8,12,6,-23,-3.6,-5,100,5,0
S=C(NCc1ccc(Cl)cc1)NC1CCCCC1,66,-5,.,5,-27,-2.9,4,78,0,-4
Cc1ccc(-c2nnn(CC(=O)Nc3cccc4c3CCCC4)n2)o1,90,0,-31,3,-32,-3.9,-17,96,4,0
Nc1ccc(C(=O)OCC(=O)N2CCN(C(=O)c3ccco3)CC2)cc1[N+](=O)[O-],97,-2,.,3,-9,-1.7,-18,90,5,8
O=C(CCN1C(=O)C2C3CCC(C3)C2C1=O)Nc1ccc(Br)cc1 (centres undefined),94,0,27,4,3,-1.9,1,104,-2,1
CCc1c(C)nc2ncnn2c1N1CCC(C(=O)Nc2cccc(C(C)=O)c2)CC1,43,-3,13,10,-27,-1.6,-4,52,2,0
Cc1cccc(NC(=O)Cn2c(=O)n(CCC(=O)NC3CCCC3)c(=O)c3ccccc32)c1,66,-16,-8,10,-8,-4.9,9,57,3,0
COCCN(CC(=O)NCc1ccc(OC)cc1)C(=O)CCC(=O)Nc1nccs1,95,-26,-14,4,17,-2.5,-2,104,14,0
O=C(CCc1nc2ccccc2s1)OCc1ccccc1,100,-4,0,18,-22,-1.5,1,103,9,-4
CCOC(=O)c1c(NC(=O)c2nn(CC)cc2Br)sc2c1CCCCC2,83,-10,5,6,-84,0.5,14,73,0,0
COc1ccc(/C(O)=C2/C(=O)C(=O)N(CCN(C)C)C2c2ccccn2)cc1OC (centres undefined),100,-3,6,18,-41,0.6,-6,111,2,-1

# Another view of part of the listing above:
Structure | HCT116 bCat-KO | Yeast lifespan up | E-sel TNF inh | Measles CPE | Yeast growth inh | MRP1 act | GALR2 blocker | HCT116 PTEN-null | NPY Y2 blocker | Phagocytosis inh
Cc1[nH]c(=O)[nH]c(=O)c1S(=O)(=O)N1CCCC(C(=O)NCCc2ccc(Cl)cc2)C1 (centres undefined) | 90 | -22 | -20 | 5 | 1 | -2.9 | 10 | 99 | -1 | .
COc1ccc(C(=O)NC2CCN(C(=S)Nc3cc(C)cc(C)c3)CC2)cc1 | 92 | 1 | . | 21 | -32 | -0.8 | 2 | 91 | 1 | -5
Cc1ccc(S(=O)(=O)NC(CC(=O)NC2CCCC2)c2ccco2)cc1 (centres undefined) | 88 | -9 | -7 | 4 | -18 | -3.4 | 0 | 89 | -1 | 0

# (further entries)
SMILES,HCT116 bCat-KO,Yeast lifespan up,E-sel TNF inh,Measles CPE,Yeast growth inh,MRP1 act,GALR2 blocker,HCT116 PTEN-null,NPY Y2 blocker,Phagocytosis inh
CC(=O)NS(=O)(=O)c1ccc(NC(=O)c2cc(-c3cccs3)nc3ccccc23)cc1,91,-1,.,12,-11,-1.2,24,100,1,-9
COc1ccccc1N(CC(O)COc1ccccc1)S(=O)(=O)c1ccccc1 (centres undefined),83,9,9,13,-44,-0.1,-7,84,5,3
O=C(CSc1nc2ccc(S(=O)(=O)N3CCOCC3)cc2[nH]1)N1CCOCC1,91,-11,-9,8,22,-3.5,-15,89,3,-1
CC(C)CSc1nc2c(c(=O)[nH]c(=O)n2C)n1CC(O)COc1cccc2ccccc12 (centres undefined),68,-15,-16,3,-20,-4.5,-1,68,0,-1
CC(C)(C)c1ccccc1OCCN1CCCC1,90,-7,17,13,7,-1.3,5,85,6,.
CC(=O)Nc1cccc(S(C)(=O)=O)c1,99,4,.,10,0,0.1,-3,98,0,-2

# Whole records, looked up by structure:
# `CCN(CC#CCC1(O)c2ccccc2-c2ccccc21)CCO` reads HCT116 bCat-KO = 97; Yeast lifespan up = 2; E-sel TNF inh = -4; Measles CPE = 16; Yeast growth inh = -44; MRP1 act = -0.8; GALR2 blocker = -11; HCT116 PTEN-null = 111; NPY Y2 blocker = 0; Phagocytosis inh = .
# `CC(=O)Nc1cccc(S(C)(=O)=O)c1` reads HCT116 bCat-KO = 99; Yeast lifespan up = 4; E-sel TNF inh = .; Measles CPE = 10; Yeast growth inh = 0; MRP1 act = 0.1; GALR2 blocker = -3; HCT116 PTEN-null = 98; NPY Y2 blocker = 0; Phagocytosis inh = -2
